EPAC1 antag: qHTS for Antagonist of cAMP-regulated guanine nucleotide exchange factor 3 (EPAC1): primary screen; EPAC1 GEF assay, Rap1b-BODIPY-GDP exchange fluorescence; Potency, µM (doses to about 115 µM), for the others: at the top dose activity change, negative = inhibition, actives largely listed as inhibitors; 0.14% of 360,000 active;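 note: potency is the fitted concentration of half-maximal effect; plate controls were vehicle for no effect and positive control for full effect; nearly all actives have a fitted effect of over 50% in size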
IL-2 act: qHTS of IL-2 Activators; IL-2 activation reporter assay, cell-based qHTS; stimulated with anti-CD3/CD4/CD28 beads; in transgenic mouse T cells; activation, % (series mostly up to about 46 µM); 0.065% of 360,000 active; AID 652025, 2013; in the data active = activation above about 50%; inconclusive = mostly about 30% to 49%; note: 0% is about no effect
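Readout: EGFP and DsRed signals by fluorescent plate cytometry. Unstimulated transgenic mouse T cells received compound 60 min before antibody-bead stimulation, then incubated 18 h at 37 degrees C.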
EPAC1 agonist: qHTS for Agonist of cAMP-regulated guanine nucleotide exchange factor 3 (EPAC1): primary screen; Rap guanine nucleotide exchange factor 3 (Homo sapiens), O95398; EPAC1 agonist qHTS, biochemical assay; response scale: 100% = response to 6.5 mM cAMP; Potency, µM (doses to about 154 µM), without a hit: at the top dose activation, actives largely listed as activators; 0.073% of 360,000 active; AID 720707, 2013; note: potency is the fitted concentration of half-maximal effect; nearly all actives have a fitted effect of over 60% in size
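Fluorescent GDP-exchange assay: 100 nM EPAC1 with 250 nM Rap1B preloaded with BODIPY-GDP and 50 uM GDP; compounds tested as concentration series, 5 min at room temperature, then read every 5 min for 30 min (ex 480/em 540 nm); normalized to 6.5 mM cAMP.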
PLK1 PBD block: qHTS for Inhibitors of PLK1-PDB (polo-like kinase 1 - polo-box domain): Primary Screen | Serine/threonine-protein kinase PLK1 (Homo sapiens), P53350 | Potency, µM, without a hit: max response, negative = inhibition, usual class: inhibitors | Plk1 PBD binding of FITC phosphopeptide, fluorescence polarization | 2.8% of 360,000 active; note: potency is the fitted concentration of half-maximal effect; series mostly up to about 57 µM; % is set by controls: 0 for no effect and ±100 for the full control effect; nearly all actives have a fitted effect of over 65% in size
Target sequence (P53350 whole entry, looked up, the tested form may be a part): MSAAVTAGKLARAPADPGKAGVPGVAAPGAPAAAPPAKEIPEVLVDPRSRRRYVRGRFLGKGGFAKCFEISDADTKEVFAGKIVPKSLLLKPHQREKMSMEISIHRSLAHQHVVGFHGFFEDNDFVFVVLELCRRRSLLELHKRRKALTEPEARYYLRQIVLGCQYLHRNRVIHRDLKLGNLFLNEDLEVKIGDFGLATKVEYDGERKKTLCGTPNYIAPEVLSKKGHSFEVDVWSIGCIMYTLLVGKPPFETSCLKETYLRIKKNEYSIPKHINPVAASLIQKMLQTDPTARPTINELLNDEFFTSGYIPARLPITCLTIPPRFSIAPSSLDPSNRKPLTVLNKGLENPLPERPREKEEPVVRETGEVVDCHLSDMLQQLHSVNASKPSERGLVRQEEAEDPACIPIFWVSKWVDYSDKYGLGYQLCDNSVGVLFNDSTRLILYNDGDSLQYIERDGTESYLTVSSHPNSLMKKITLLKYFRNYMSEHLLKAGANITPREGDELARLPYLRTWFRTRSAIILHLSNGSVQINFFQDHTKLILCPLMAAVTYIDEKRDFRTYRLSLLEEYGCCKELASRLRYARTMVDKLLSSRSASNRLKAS
FUS suppressor: qHTS for Suppressors of FUS Proteinopathy: Primary screen using FUS-linked yeast assay | 0.24% of 390,000 active | S. cerevisiae FUS-expressing, growth rescue, OD600, 24 h | Potency, µM (top dose mostly 76.6 µM), without a hit: at the top dose growth rescue (activation), most hits filed as activators;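 note: potency is the fitted concentration of half-maximal effect; plate controls were DMSO vehicle for no effect and reference control for full effect; nearly all actives have a fitted effect of over 55% in size; some results filed as inactive show a strong effect at the top dose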
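Absorbance at 600 nm, taken 24hr after compound addition, measured rescue of FUS-yeast growth at 30C. Induction used 2% galactose with seeding at OD 0.005. Controls: CP55940 from 92uM final, DMSO only.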
WRN inhibitor: qHTS for Inhibitors of WRN Helicase. Bifunctional 3'-5' exonuclease/ATP-dependent helicase WRN (Homo sapiens), Q14191. WRN helicase unwinding, fluorescent forked duplex, kinetic. Potency, µM (doses to about 114 µM), inactives show at the highest dose activity change, negative = inhibition, most hits filed as inhibitors. 0.46% of 360,000 active. AID 651768, 2012; note: potency is the fitted concentration of half-maximal effect; % is set by controls: 0 for no effect and ±100 for the full control effect; nearly all actives have a fitted effect of over 55% in size
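Primary qHTS, 1536-well format. 20 nM WRN + compound, 15 min RT; start with 100 nM forked fluorophore/quencher duplex, 2 mM ATP (final); kinetic read ex 525/em 598 nm.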
PI5P4Ka inh: qHTS for Inhibitors of phosphatidylinositol 5-phosphate 4-kinase (PI5P4K); Phosphatidylinositol 5-phosphate 4-kinase type-2 alpha (Homo sapiens), P48426; max response, %; PI5P4Kalpha enzyme, ADP-Glo luminescence, 60 min; hits give low values; 1.2% of 330,000 active; active = max response of -50% or lower; inconclusive = between -30% and -50%; inactive = -30% or higher; note: value at the top dose of about 77 µM; % is set by controls: 0 for no effect and ±100 for the full control effect
Target sequence (P48426 whole entry, looked up): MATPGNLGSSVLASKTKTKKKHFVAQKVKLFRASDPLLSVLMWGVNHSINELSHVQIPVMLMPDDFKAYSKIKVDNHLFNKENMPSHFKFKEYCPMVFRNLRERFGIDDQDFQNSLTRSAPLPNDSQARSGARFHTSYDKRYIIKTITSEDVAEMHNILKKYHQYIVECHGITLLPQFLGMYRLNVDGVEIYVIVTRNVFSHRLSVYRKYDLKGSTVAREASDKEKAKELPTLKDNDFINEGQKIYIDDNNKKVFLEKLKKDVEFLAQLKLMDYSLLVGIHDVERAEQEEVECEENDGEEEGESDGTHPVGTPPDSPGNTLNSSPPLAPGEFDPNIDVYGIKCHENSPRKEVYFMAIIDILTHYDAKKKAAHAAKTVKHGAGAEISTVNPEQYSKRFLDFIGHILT
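Reactions run in 0.038 M HEPES pH 7.4, 0.28 mM EGTA, 0.1% CHAPS and 5% DMSO, with PI5P4Kalpha, substrate, compound and 5 microM ATP final, one hour at room temperature. Readout is ADP-Glo luminescence.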
Abeta yeast res: qHTS for compounds that reverse cellular toxicity of Amyloid beta (A-beta) peptide in yeast: Primary Screen; yeast expressing A-beta42, growth rescue, OD600, 48 h; response scale: 0% DMSO, 100% iron-clioquinol control; Potency, µM (doses to about 46.1 µM), for the others: top-dose growth rescue, hits mostly activators; 0.063% of 410,000 active; AID 1347071, 2019; note: potency is the fitted concentration of half-maximal effect; nearly all actives have a fitted effect of over 55% in size
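Growth rescue measured by 600 nm absorbance after 48 h yeast culture at 30 C with compound. Values normalized between DMSO and an equimolar ferric chloride plus clioquinol control.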
An asterisk follows results filed as active; ? = inconclusive; . = no result given; & = joins results of further samples; [ ] = another dose, or the depositor's remark. Unless noted, calls come from the whole dose curve; as a rule, active = well fitted curve in the direction sought with a large enough effect; inconclusive = small, poorly fitted or top-dose-only effect, or another doubt; inactive = no such curve, though single readings can be large; an effect the other way counts as inactive or inconclusive.

Every second line gives: WRN inhibitor	Abeta yeast res	EPAC1 antag	IL-2 act	FUS suppressor	PI5P4Ka inh	EPAC1 agonist	PLK1 PBD block
(1) O=C(CCn1c(=O)[nH]c2ccsc2c1=O)N1CCc2ccccc2C1
 : -5%	0%	-6%	0.0	9%	1	-5%	-9%
(2) NS(=O)(=O)c1cccc(NC(=O)COC(=O)CNC(=O)c2ccc(-c3ccccc3)cc2)c1
 : -2%	18%	-12%	0.3	14%	2	2%	0%
(3) Cc1cccc(NS(=O)(=O)c2cc3c(cc2C)n(C)c(=O)c(=O)n3C)c1
 : -3%	-12%	-20%	-3.5	-6%	1	8%	-10%
(4) COC(=O)c1sccc1-c1ccc(/C=N/OC(=O)c2cccs2)o1
 : -1%	-11%	0%	-2.4	-13%	6	-1%	-5%
(5) CC1CCCC(NC(=O)COC(=O)c2ccc([N+](=O)[O-])s2)C1C (stereo unspecified)
 : -8%	-85%[inhibitor]	-6%	-2.6	.	-2	-6%	-3%
(6) Cc1cc(C(=O)CN2C(=O)C3CC=CCC3C2=O)c(C)n1-c1ccccc1 (stereo unspecified)
 : -8%	-5%	-6%	-2.4	32µM*	.	13%	-9%
(7) CC1Oc2ccccc2N(Cc2cccnc2)C1=O (stereo unspecified)
 : 0%	7%	2%	-3.5	-9%	.	-1%	2%
(8) CC(=O)Nc1ccc(CNc2nc3cc(-c4cccc(C(F)(F)F)c4)sc3c(=O)n2C)cc1
 : 3%	6%	-21%	-0.8	-5%	3	-8%	-9%
(9) COc1ccc2nc(C)cc(N3CCC(C(N)=O)CC3)c2c1
 : -14%	-2%	-5%	-1.0	-4%	1	-9%	1%
(10) COC(=O)C(Cc1c[nH]c2ccccc12)NC(=O)CNC(C)=O (stereo unspecified)
 : 0%	8%	-5%	-0.6	-15%	-2	3%	-1%
(11) Cc1cccc(-n2cc(-c3ccc([N+](=O)[O-])cc3)[nH]c2=S)c1
 : 0%	-10%	-19%	-0.6	29%	-5	3%	-5%
(12) Cc1ccc(S(=O)(=O)N2CCN(C(=O)c3ccccn3)CC2)cc1
 : -4%	-18%	2%	-0.3	23%	3	-14%	-17%
(13) Cc1ccc(O)c(N=NC2=C(O)CC(C)(C)CC2=O)c1
 : -10%	?	-16%	-1.8	.	-22	-17%	6%
(14) Cc1[nH]ccc2cc3nc4ccccc4c3cc12
 : -8%	-9%	-17%	-4.2	-28%	-7	-1%	2%
(15) COc1ccc(OC)c(S(=O)(=O)N2CCN(c3ccccc3OC)CC2)c1
 : 3%	-6%	5%	3.7	8%	-3	6%	-12%
(16) Cc1c(N=Cc2cc3c(cc2Cl)OCO3)c(=O)n(-c2ccccc2)n1C
 : 9%	3%	-2%	3.2	27%	.	5%	-9%
(17) Cc1ccc(S(=O)(=O)NCC(=O)NCC2COc3ccccc3O2)cc1C (stereo unspecified)
 : 0%	-15%	4%	-0.2	4%	-2	9%	2%
(18) CCOC(=O)c1c(NC(=O)COC(=O)/C=C/c2ccco2)sc2c1CC(C)(C)NC2(C)C
 : 2%	-18%	2%	-1.4	29%	-3	4%	-10%
(19) OC[C@H]1NC[C@@H](O)[C@@H]1O
 : 5%	-15%	7%	-0.3	-24%	-4	-21%	-2%
(20) CCCC(=O)Nc1ccc(C(=O)COC(=O)c2cc(C)oc2C)cc1
 : 3%	-13%	-23%	0.2	3%	-2	1%	-9%
(21) Cc1c(-c2ccccc2)nc(-c2ccccc2)[nH]c1=O
 : -7%	3%	-3%	0.0	.	5	-8%	0%
(22) CC1C(=O)N(Cc2cn(CC3CCCCC3)nn2)CCS(=O)(=O)N1Cc1ccc(-c2ccc(F)nc2)cc1 (stereo unspecified)
 : 7%	-13%	6%	-0.9	-12%	2	3%	-6%
(23) O=C(NCc1ccco1)c1cc(-c2ccc(F)cc2)on1
 : -20%	5%	1%	-2.4	10%	.	8%	-3%
(24) Oc1c(Cl)cc(Cl)cc1/C=N/c1nccs1
 : -33%	14%	16%	0.0	-10%	?	-10%	34µM*
(25) CC(=O)c1cccc(N(C(=O)CNC(=O)c2ccco2)C(C(=O)NCc2ccco2)c2ccccc2)c1 (stereo unspecified)
 : 2%	7%	-13%	-1.5	-7%	5	-7%	-10%
(26) CC(C)C(=O)NCCc1nc2ccccc2n1CCOc1ccccc1
 : 6%	14%	2%	-1.9	-10%	-4	-7%	-2%
(27) COc1ccc(C)cc1S(=O)(=O)Nc1ccccc1
 : -1%	9%	2%	-2.7	-8%	.	12%	-7%
(28) c1ccc(Nc2ccccn2)cc1
 : 6%	11%	-4%	1.9	-6%	-11	0%	24µM*
(29) Cc1cccc(C)c1OCC(=O)NNC(=O)c1ccoc1C
 : -4%	15%	0%	-0.6	-2%	0	5%	-3%
(30) CC(C)(C)N1C(=O)c2ccccc2NC(=O)C1C(=O)NCCc1ccccc1F (stereo unspecified)
 : 3%	-7%	2%	-0.4	-4%	-2	-3%	-9%
(31) CN(C(=O)CSc1nc(N)cc(=O)[nH]1)C1CCCCC1
 : 10%	7%	3%	-1.7	-12%	-6	-2%	-10%
(32) COc1cc(/C=C2/C(=O)NN(c3cccc(C)c3)C2=O)cc([N+](=O)[O-])c1O
 : -10%[11.6 µM]	2%	?	-3.3	-15%	-62*	0%	?
(33) CC1CCCC(NC(=O)COC(=O)c2ccc(Cl)nc2)C1C (stereo unspecified)
 : 3%	6%	9%	-0.1	-8%	-1	7%	6%
(34) NS(=O)(=O)c1ccc(NC(=S)NC(=O)c2cccnc2)cc1
 : 6%[57.1 µM]	6%	0%	0.9	12%	-4	-3%	-22%
(35) O=C(Nc1cccc(S(=O)(=O)N2CCCCCC2)c1)c1cncc(Br)c1
 : -22%	9%	-14%	-0.9	23%	-3	2%	6%
(36) COc1ccccc1NC(=O)CSC1=NCCN1
 : -11%	-8%	5%	0.8	.	-5	-8%	-19%
(37) CCOC(=O)c1nn(-c2ccc(C)cc2)cc1C(=O)c1ccccc1
 : -11%	-2%	1%	-1.3	18%	0	14%	2%
(38) O=C(Nc1ccccc1)NC1CCN(Cc2ccccc2)CC1
 : -5%	-22%	3%	0.2	-6%	1	-2%	-5%
(39) CC(=O)Nc1ccccc1/C=C/c1ccc2c(C)ccc(O)c2n1
 : -5%	-11%	-2%	-0.6	36%	8	6%	0%
(40) CC1CCC(NC(=O)CN2CCN(S(=O)(=O)c3cccs3)CC2)CC1 (stereo unspecified)
 : 3%	7%	-5%	-0.3	-3%	-2	7%	-9%
(41) CC(=O)Nc1ccc(S(=O)(=O)N2CCN(c3ccccn3)CC2)cc1
 : 2%	7%	0%	-0.5	-8%	.	-1%	-7%
(42) COc1ccc(-c2noc(COc3ccc4c(c3)OCO4)n2)cc1
 : -5%	0%	25%	-3.4	-16%	.	1%	3%
(43) Cc1nc(NS(=O)(=O)c2ccc(Br)cc2)c2c3c(sc2n1)CCC3
 : -12%	0%	-11%	1.3	-19%	7	-1%	-12%
(44) Cc1ccc2ncc(NC(=O)c3ccc(F)cc3)c(=O)n2c1
 : 4%	-9%	14%	-3.4	-2%	0	10%	0%
(45) O=C(O)c1ccc(-n2nnnc2Oc2ccccc2C(=O)N2CCOCC2)cc1
 : -3%	11%	10%	-0.2	19%	.	3%	1%
(46) Cc1ccccc1-c1nc(CN2CCC(C(=O)NCCCN3CCCC3)CC2)c(C)o1
 : -2%	5%	1%	-2.9	12%	0	17%	-10%
(47) O=C(CNCc1ccco1)Nc1ccccc1-n1cccc1
 : 116%[activator]	13%	6%	-0.2	6%	.	2%	1%
(48) O=C(O)CCc1ccc(-c2ccc(Br)cc2)n1NC(=O)c1ccc([N+](=O)[O-])cc1
 : 2%	14%	-11%	1.1	-12%	-3	-5%	-5%
(49) c1ccc(-c2nc3ccccn3c2NCc2ccc3c(c2)OCO3)cc1
 : -3%	-4%	23%	-2.1	7%	-3	7%	-5%
(50) Cc1cccn2c(=O)c3cc(S(=O)(=O)c4ccc(Br)cc4)c(=N)n(C4CCCC4)c3nc12
 : -3%	6%	-5%	26	-22%	6	-6%	-1%
(51) CC(C)(C)C1CCC(=O)N(CCSc2ccccc2)CC1 (stereo unspecified)
 : -2%	8%	?	-0.3	5%	-2	-17%	-21%
(52) O=C(Cc1cccs1)N1CCCC(c2nc(-c3ccc(S(=O)(=O)N4CCCC4)cc3)no2)C1 (stereo unspecified)
 : -10%	24%	-3%	0.0	.	1	8%	1%&1%
(53) O=C(NC1CCCCC1)C1CC(=O)N(Cc2ccccc2)C1 (stereo unspecified)
 : 2%	2%	-11%	-0.7	17%	2	10%	-13%
(54) O=C1C2C3C=CC(C4CC34)C2C(=O)N1/N=C/c1c[nH]c2ccccc12 (stereo unspecified)
 : 0%	-6%	14%	0.4	12%	2	1%	-4%
(55) O=C(COC(=O)c1ccccc1Cl)NC(=O)NCc1ccccc1
 : -3%	2%	-10%	-0.3	.	1	-2%	-6%

Ordered by heavy-atom count (lowest first): some entries from above
Every second line gives: WRN inhibitor	Abeta yeast res	EPAC1 antag	IL-2 act	FUS suppressor	PI5P4Ka inh	EPAC1 agonist	PLK1 PBD block
(53) O=C(NC1CCCCC1)C1CC(=O)N(Cc2ccccc2)C1 (stereo unspecified)
 : 2%	2%	-11%	-0.7	17%	2	10%	-13%
(48) O=C(O)CCc1ccc(-c2ccc(Br)cc2)n1NC(=O)c1ccc([N+](=O)[O-])cc1
 : 2%	14%	-11%	1.1	-12%	-3	-5%	-5%
(50) Cc1cccn2c(=O)c3cc(S(=O)(=O)c4ccc(Br)cc4)c(=N)n(C4CCCC4)c3nc12
 : -3%	6%	-5%	26	-22%	6	-6%	-1%

Compound activity as filed in PubChem BioAssay.
